From PubChem
SMN2 splice up: enhancers of SMN2 splice variant expression. HEK293 SMN2-luciferase splicing reporter, luminescence, 30-36 h. 210,000 tested, 2.8% active. AID 1458. Potency, µM (titrated, usually from 46.1 µM), inactives show at the top dose activity change, positive = activation, actives largely listed as activators; also: % of control where 0% means no effect; nearly all actives have a fitted effect of over 55% in size
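HEK293 cells carry an SMN2 […]–luciferase reporter in which exon 7 inclusion puts luciferase in frame. Cells were plated 10-12 h before compound addition, then incubated 30-36 h at 37C. ONE-Glo luminescence was read; sodium butyrate at 4.5 mM final served as control.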
Tau fibril ThT: inhibitors of human tau fibril formation, thioflavin T binding; AID 1460; recombinant tau K18 P301L (four-repeat tau fragment), heparin-induced fibrillization, ThT fluorescence; 270,000 tested, 2.1% active; P10636; Potency, µM (series often up to 57.4 µM), inactives show at the highest dose activity, negative = inhibition, actives largely listed as inhibitors; also: % is scaled to controls: 0 for no effect and ±100 for the full control effect; nearly all actives have a fitted effect of over 55% in size
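Heparin-induced (20 uM) aggregation of recombinant human K18 P301L tau, 15 uM unlabeled with 0.24 uM labeled, pH 7 acetate buffer, 6 hr at 37 C with compound. Fibrils quantified by 30 uM ThT fluorescence after 1 hr ambient incubation.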
JMJD2E inh: JMJD2E (human) inhibition; JMJD2E catalytic domain, FDH-coupled NADH fluorescence (FDH is formaldehyde dehydrogenase); Potency, µM (top dose mostly 57.1 µM), without a hit: at the highest dose activity change, negative = inhibition, hits mostly inhibitors; 230,000 tested, 1.6% active; active = well fitted inhibition curve with a large enough effect, not every such curve was filed as active; inconclusive = small, poorly fitted or top-dose-only effect, or another doubt; inactive = no such curve, though single readings can be large or run the other way;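 also: 0% = wells with enzyme and -100% = buffer wells without enzyme; nearly all actives have a fitted effect of over 50% in size; many of its hits are not listed in these tables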
L3MBTL1 block: L3MBTL1 (human) inhibition. Q9Y468. AlphaScreen L3MBTL1–H3K9me1 peptide binding. Potency, µM (doses to about 57.1 µM), inactives show at the top dose activity, negative = inhibition, actives largely listed as inhibitors. 230,000 tested, 0.66% active; also: % is scaled to controls: 0 for no effect and ±100 for the full control effect; nearly all actives have a fitted effect of over 60% in size
Target sequence (Q9Y468 whole entry, looked up): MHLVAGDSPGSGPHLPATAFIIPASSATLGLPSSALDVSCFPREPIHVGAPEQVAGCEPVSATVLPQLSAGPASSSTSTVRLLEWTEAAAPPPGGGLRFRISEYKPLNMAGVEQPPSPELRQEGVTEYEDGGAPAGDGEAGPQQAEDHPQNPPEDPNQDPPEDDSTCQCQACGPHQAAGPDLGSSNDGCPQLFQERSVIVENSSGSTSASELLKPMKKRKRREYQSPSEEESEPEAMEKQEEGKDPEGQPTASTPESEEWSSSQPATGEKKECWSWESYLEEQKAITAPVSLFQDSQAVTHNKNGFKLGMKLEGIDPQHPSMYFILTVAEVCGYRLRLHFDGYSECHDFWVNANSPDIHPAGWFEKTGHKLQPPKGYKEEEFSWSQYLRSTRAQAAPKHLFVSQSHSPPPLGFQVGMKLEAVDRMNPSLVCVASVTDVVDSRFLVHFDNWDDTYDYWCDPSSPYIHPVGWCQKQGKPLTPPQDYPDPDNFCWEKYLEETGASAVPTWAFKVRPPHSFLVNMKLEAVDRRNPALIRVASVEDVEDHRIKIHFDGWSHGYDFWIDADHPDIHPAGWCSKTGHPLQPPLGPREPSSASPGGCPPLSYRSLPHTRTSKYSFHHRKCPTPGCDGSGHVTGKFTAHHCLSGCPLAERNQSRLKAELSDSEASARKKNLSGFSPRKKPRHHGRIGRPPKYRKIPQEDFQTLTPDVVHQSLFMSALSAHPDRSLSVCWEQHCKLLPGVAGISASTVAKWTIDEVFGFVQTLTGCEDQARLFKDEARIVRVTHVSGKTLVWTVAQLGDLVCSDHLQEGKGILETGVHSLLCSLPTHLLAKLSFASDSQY
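Read-out is AlphaScreen signal from streptavidin donor and nickel chelate acceptor beads (10 ug/mL final each) bridging L3MBTL1 (50 nM) and biotinylated K9-monomethylated H3(1-15) peptide (75 nM), after 30 min compound exposure at room temperature.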
LMNA splice mod: modulators of lamin A splicing | HeLa LMNA splicing GFP/RFP minigene ratio, 48 h | Potency, µM (highest dose often 46.1 µM), without a hit: at the highest dose ratio change, negative = inhibition, usual class: inhibitors | 200,000 tested, 0.01% active | AID 1487; active = well fitted inhibition curve with a large enough effect in the signal ratio, with a control signal flat, not every such curve was filed as active; inconclusive = small, poorly fitted or top-dose-only effect, or effect the other way, or a change in a side signal; the % refers to the signal ratio; also: % is scaled to controls: 0 for no effect and ±100 for the full control effect
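S3 HeLa cells stably expressing lamin A-EGFP splicing minigene plus DsRed2, 600 cells/well, 48 h compound exposure at 37C. Laser-scanning cytometry; analysed as GFP (500-530 nm)/RFP (575-640 nm) total intensity ratio; 0.5% DMSO vehicle.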
RECQ1 helicase: blocks DNA unwinding by human RECQ1 | 240,000 tested, 0.54% active | Potency, µM (top dose mostly 57.3 µM), inactives show top-dose activity, negative = inhibition, most hits filed as inhibitors | RECQ1 DNA unwinding, red fluorescence kinetic read | AID 2549;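 also: plate controls were vehicle for no effect and no enzyme for full effect; nearly all actives have a fitted effect of over 30% in size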
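RECQ1T1 50 nM; forked duplex (20 bp + 30-nt ss tails) 200 nM, ATP 2 mM final; pH 8.0, 2 mM MgCl2, 2.5 ug/ml poly(dI-dC); 15 min compound preincubation; discontinuous kinetic read over 2 h at RT.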
ALDH1A1 block: inhibitors of human aldehyde dehydrogenase 1A1 | P00352 | Purified ALDH1A1, NADH fluorescence, propionaldehyde substrate | Potency, µM (doses to about 75.3 µM), for inactives: at the top dose activity, negative = inhibition, most hits filed as inhibitors | 220,000 tested, 7.3% active; active = well fitted inhibition curve with a large enough effect, not every such curve was filed as active; inconclusive = small, poorly fitted or top-dose-only effect, or another doubt; inactive = no such curve, though single readings can be large or run the other way;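 also: plate controls were no enzyme wells and a reference inhibitor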
KinaseGlo FLuc: blocks Kinase-Glo luciferase, a counter-screen artifact; Q27757; Kinase-Glo luciferase, ATP luminescence, 8 min; Potency, µM (highest dose often 38.3 µM), for the others: top-dose activity change, negative = inhibition, actives largely listed as inhibitors; 200,000 tested, 0.28% active; AID 1379; also: % is scaled to controls: 0 for no effect and ±100 for the full control effect; nearly all actives have a fitted effect of over 60% in size
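Recombinant Kinase-Glo luciferase, 10 uM ATP (linear range), luciferin; imidazole pH 7.2 / KCl / MgCl2 / Tween / BSA buffer; 8 min RT; luminescence.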
* = called active by the depositor; i = inactive; ? = inconclusive; . = not tested or not shown; [ ] = remark or other dose. Unless noted, calls follow the shape of the dose curve; as a rule, active = well fitted curve in the direction sought with a large enough effect; inconclusive = small, poorly fitted or top-dose-only effect, or another doubt; inactive = no such curve, though single readings can be large; an effect the other way counts as inactive or inconclusive. Potency is read from the fitted curve at half-maximal effect.

Results follow in this order: SMN2 splice up | Tau fibril ThT | JMJD2E inh | L3MBTL1 block | LMNA splice mod | RECQ1 helicase | ALDH1A1 block | KinaseGlo FLuc
1) NNC(=O)CNS(=O)(=O)c1ccc([N+](=O)[O-])cc1
  4% | -8% | 11% | -28% | . | 11% | ? | 4%
2) COc1ccc2nc(C)cc(SCC(=O)OC(C)C)c2c1
  -20% | -12% | ? | ? | . | 6% | ? | -3%
3) C=C1N(c2cccc(Cl)c2)C(=O)OC1(C)C
  . | -3% | -8% | -3% | -3%[46 µM] | -3% | -13% | -1%
4) Cc1cc(N2CCC(N(C)C3CCCC3)CC2)nc2cc(O)ccc12
  20% | -1% | ? | 7% | -17% | i | ? | 3%
5) COC(c1ccccc1)c1nnc(CCC(=O)NCc2cccc(-n3cccn3)c2)o1 (configuration not stated)
  . | -6% | -9% | 3% | 19%[46 µM] | -5% | 5% | 0%
6) c1cncc(-c2nn3c(Cn4cnc5ccccc54)nnc3s2)c1
  33% | -16% | 1% | -2% | -8% | 4% | 1µM* | 1%
7) O=C(NCCc1ccc(Cl)cc1)C1CCN(S(=O)(=O)c2cccs2)CC1
  -19% | -6% | 4% | . | -6% | -17% | ? | 1%
8) CCC1CCCCN1C(=O)CSc1nnc(-c2cccs2)o1 (configuration not stated)
  ? | -1% | ? | -2% | 2% | -5% | ? | -3%
9) Cc1cccc(OCCCC(=O)NCc2ccco2)c1
  -5% | -4% | 0% | 0% | -3% | i | 5% | -2%
10) COc1nc(Nc2ccc(O)cc2)nc(OC(C(F)(F)F)C(F)(F)F)n1
  8% | 4% | -6% | -1% | -7% | i | 0% | 1%
11) O=C(COC(=O)Cc1ccccc1F)Nc1cccc(S(=O)(=O)NC2=NCCCCC2)c1
  -3% | 8% | -1% | -3% | 4%[46 µM] | 1µM* | -7% | 0%
12) Cc1[nH]c2ccccc2c1C(=O)CSc1ccccn1
  . | -5% | 5% | 1% | -1%[46 µM] | i | ? | -1%
13) O=S(=O)(Nc1ccc(N2CCCCC2)cc1)c1ccccc1
  -12% | 5% | 12% | -16% | ? | 0% | -14% | -4%
14) CCOc1ccc(CCNC(=O)c2cccnc2N2CCCC2)cc1OCC
  -18% | -8% | 0% | -8% | -12% | -4% | -2% | -2%
15) Cc1cc(C)c2[nH]c(=O)c(CN(Cc3cccs3)C(=S)NCC3CCCO3)cc2c1 (configuration not stated)
  -11% | -4% | ? | -6% | -4% | -8% | ? | 0%
16) O=C(COC(=O)c1c[nH]c(=O)[nH]c1=O)NCc1ccccc1
  15% | -4% | 3% | . | -4% | i | -9% | -1%
17) O=C(CSc1nnc(-c2cccnc2)n1Cc1ccco1)N1CCc2ccccc21
  -7% | 9% | -1% | 7% | 5% | -5% | ? | -6%
18) Cn1c2ccccc2n2c(=O)c(=O)n(CC(=O)N3CCCc4ccccc43)nc12
  1% | -1% | ? | 7% | . | 5% | ? | 2%
19) O=C(NCCCN1CCN(Cc2ccccc2)CC1)C1CCN(c2nnc(-n3cccc3)s2)CC1
  -58%[inhibitor] | -11% | 8% | -8% | ? | -10% | 10% | -3%
20) COc1ccc(-c2csc(N3C(=O)C4C5c6ccccc6C(c6ccccc65)C4C3=O)n2)cc1 (configuration not stated)
  2% | 4% | 3% | -1% | -12% | -6% | 3% | 5%

Brought forward from above: five entries, followed by the next part.
Results follow in this order: SMN2 splice up | Tau fibril ThT | JMJD2E inh | L3MBTL1 block | LMNA splice mod | RECQ1 helicase | ALDH1A1 block | KinaseGlo FLuc
16) O=C(COC(=O)c1c[nH]c(=O)[nH]c1=O)NCc1ccccc1
  15% | -4% | 3% | . | -4% | i | -9% | -1%
17) O=C(CSc1nnc(-c2cccnc2)n1Cc1ccco1)N1CCc2ccccc21
  -7% | 9% | -1% | 7% | 5% | -5% | ? | -6%
18) Cn1c2ccccc2n2c(=O)c(=O)n(CC(=O)N3CCCc4ccccc43)nc12
  1% | -1% | ? | 7% | . | 5% | ? | 2%
19) O=C(NCCCN1CCN(Cc2ccccc2)CC1)C1CCN(c2nnc(-n3cccc3)s2)CC1
  -58%[inhibitor] | -11% | 8% | -8% | ? | -10% | 10% | -3%
20) COc1ccc(-c2csc(N3C(=O)C4C5c6ccccc6C(c6ccccc65)C4C3=O)n2)cc1 (configuration not stated)
  2% | 4% | 3% | -1% | -12% | -6% | 3% | 5%
21) COC(=O)c1ccc(CN(c2ccccc2OC)S(=O)(=O)c2cccs2)o1
  -15% | -9% | 3% | 1% | ? | -2% | -6% | 3%
22) Cc1ccc(CNC(=O)C2CCN(S(=O)(=O)c3ccc4c(c3)OCCCO4)CC2)cc1
  -25% | -4% | -2% | 4% | -3% | -8% | ? | 5%
23) CCCSc1nnc(NC(=O)c2sc3nc(-c4cccs4)ccc3c2N)s1
  4% | 7.9µM* | ? | -7% | -19% | -7% | ? | 2%
24) CCNc1nc(NC(C)(C)C)nc(N(CC)n2cnnc2)n1
  -19% | -4% | 5% | 3% | 9% | 3% | 5% | -1%
25) COc1cccc2c(=O)n(CC(=O)NC3CCCCC3)ccc12
  -7% | 0% | -21% | 10% | -8% | 5% | -4% | 2%
26) CC1=C(/C=C/C(C)=C/C=C/C(C)=C/C=C/C=C(C)/C=C/C=C(C)/C=C/C2=C(C)CCCC2(C)C)C(C)(C)CCC1
  -5% | 0% | -1% | . | ? | -8% | ? | -4%
27) COc1cc(-c2nc(CN3CCCCC3CCNC(C)=O)c(C)o2)ccc1F (configuration not stated)
  . | -10% | -2% | 0% | . | -2% | . | .
28) COC(=O)[C@H](CCCN=C(N)N)NC(=O)CCCc1c(-c2ccccc2)[nH]c2c(F)cc(F)cc12
  . | -10% | . | . | . | -14% | -8% | 2%[39.9 µM]
29) CCN1C(=O)/C(=C\N2CCN(C(=O)c3ccco3)CC2)SC1=S
  . | -9% | -3% | 0% | . | i | ? | .
30) CCc1cccc2c(C(=O)CSc3nncn3C)c[nH]c12
  17% | -4% | -5% | 1% | -14%[46 µM] | i | 10% | -2%
31) Oc1c(C(Nc2ccccn2)c2ccccn2)ccc2cccnc12 (configuration not stated)
  -95%[inhibitor] | ? | ? | 28µM* | ? | -4% | 3% | 13%

Only part of the results is shown; rates above refer to the full screens.
